Screens: PubChem, National Center for Advancing Translational Sciences (NCATS)
RXFP1 agonist = activates the human relaxin receptor RXFP1. HEK293T-RXFP1 cAMP TR-FRET, 30 min; response scale: percent of porcine relaxin response, buffer zero. Potency, µM (top dose mostly 57.5 µM), for the others: top-dose activation, usual class: activators. hit rate 0.3% among 370,000. AID 2676; active = well fitted activation curve with a large enough effect; inconclusive = small, poorly fitted or top-dose-only effect; note: potency is the fitted concentration of half-maximal effect; % is set by controls: 0 for no effect and ±100 for the full control effect; nearly all actives have a fitted effect of over 60% in size; many of its hits are not listed in these tables
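cAMP rise read by TR-FRET after 30 min, 37C compound exposure (up to 58 uM) in RXFP1-transfected HEK293 cells with Ro 20174 present. EC50 from Hill-equation fits, with 29 nM porcine relaxin as 100% and buffer as basal.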
D2 antag = antagonizes the human D2 dopamine receptor; P14416; HEK293 TREx D2 cells, calcium flux, dopamine EC80; inhibition, % at 10 µM; hit rate 2% among 340,000; in the data active = inhibition above about 30%; note: 0% is about no effect
Target sequence (P14416 whole entry, looked up): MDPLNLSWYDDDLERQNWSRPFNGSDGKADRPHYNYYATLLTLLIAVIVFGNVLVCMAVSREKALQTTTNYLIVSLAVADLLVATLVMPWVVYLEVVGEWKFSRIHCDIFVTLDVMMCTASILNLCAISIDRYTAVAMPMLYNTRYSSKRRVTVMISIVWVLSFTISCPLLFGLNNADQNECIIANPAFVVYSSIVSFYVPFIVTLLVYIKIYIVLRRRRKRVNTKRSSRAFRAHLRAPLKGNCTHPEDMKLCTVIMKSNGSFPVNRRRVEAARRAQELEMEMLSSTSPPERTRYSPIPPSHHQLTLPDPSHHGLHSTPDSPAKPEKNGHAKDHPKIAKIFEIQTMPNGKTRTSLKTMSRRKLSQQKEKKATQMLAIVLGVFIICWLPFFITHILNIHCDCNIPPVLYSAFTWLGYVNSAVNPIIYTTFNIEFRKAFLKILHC
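In this primary screen, negative modulation is detected by tracking calcium flux after an EC80 dopamine challenge in inducible HEK293 T-REx D2 cells preexposed to test compound for 180 s.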
D2 PAM = positive allosteric modulators of human D2 dopamine receptor; P14416; HEK293 T-REx D2, calcium flux, EC20 dopamine potentiation; potentiation, % at 10 µM; hit rate 0.34% among 340,000; AID 485347;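 active = potentiation over 3 SD above the plate norm, cut at about 30% in these data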; note: 0% is about no effect
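Tetracycline-induced HEK293 T-REx cells force-coupled to calcium signalling expressed D2; compounds were pin-added after a 10 s baseline, read kinetically 180 s, then an EC20 dopamine challenge followed with a further 180 s calcium read.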
D1 agonist = human D1 receptor agonism. P21728. activation, % at 2 µM. AID 504660. HEK293 T-REx D1 cells, calcium flux, agonist mode. hit rate 1% among 360,000; in the data active = activation above about 30%; note: 0% is about no effect
Target sequence (P21728 whole entry, looked up): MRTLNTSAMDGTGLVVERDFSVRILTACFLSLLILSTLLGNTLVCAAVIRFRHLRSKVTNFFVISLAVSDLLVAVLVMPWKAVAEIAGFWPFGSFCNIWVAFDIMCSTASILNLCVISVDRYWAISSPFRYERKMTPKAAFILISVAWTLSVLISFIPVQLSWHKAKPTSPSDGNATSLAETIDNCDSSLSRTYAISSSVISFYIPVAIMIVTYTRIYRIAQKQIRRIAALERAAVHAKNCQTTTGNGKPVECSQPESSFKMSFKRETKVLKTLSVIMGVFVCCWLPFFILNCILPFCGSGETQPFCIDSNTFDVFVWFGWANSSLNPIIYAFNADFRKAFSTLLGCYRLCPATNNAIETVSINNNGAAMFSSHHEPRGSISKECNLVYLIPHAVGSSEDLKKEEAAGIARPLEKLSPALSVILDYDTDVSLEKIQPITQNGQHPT
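Inducible HEK293 T-REx D1 cells, force-coupled to calcium signalling, were plated at 4000 cells/well with tetracycline and held overnight at 30 C. After no-wash calcium dye loading, compound-evoked calcium rise over 180 s flagged agonists.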
TRHR enhancer = allosterically enhances the human TRH receptor; P34981; TRHR cells, fluo-8 calcium fluorescence, EC20 TRH enhancement; enhancement, % at 2 µM; hit rate 0.66% among 360,000; AID 493056; in the data active = enhancement above about 30%; note: 0% is about no effect
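TRHR-expressing cells loaded with fluo-8 calcium dye were read kinetically (ex 480/em 530) during compound addition, then stimulated with an EC20 of TRH (10 nM final). Enhancement of the Gq-mediated intracellular calcium response was scored.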
D2 agonist = activates the human D2 dopamine receptor; P14416; HEK293 T-REx D2 cells, calcium flux agonist mode; activation, % at 2 µM; hit rate 0.53% among 340,000; AID 485358;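 active = activation over 3 SD above normal in the single-dose calcium agonist read, cut at about 30% in these data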; note: 0% is about no effect
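In this primary screen, compounds producing a positive calcium signal within 180 s of addition to tetracycline-induced, force-coupled HEK293 Trex D2 cells are flagged; cells are dye-loaded with a no-wash calcium kit beforehand.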
D1 antag = blocks dopamine activation of the human D1 receptor; P21728; HEK293 TREx D1 cells, calcium flux, dopamine EC80; stronger effect = lower value; activity change, negative = inhibition, % at 10 µM; hit rate 3.2% among 360,000; AID 504652; in the data active = activity change below about -30%; note: % is set by controls: 0 for no effect and ±100 for the full control effect
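Calcium flux readout: force-coupled, inducible Hek293 Trex D1 line, cells induced overnight at 30 C with tetracycline, dye-loaded 30–90 min at RT. Antagonism scored against EC80 dopamine challenge given 180 s after compound.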
D1 potentiator = enhances dopamine response at the human D1 receptor; P21728; HEK293 TREx D1 cells, calcium flux, dopamine EC20 potentiation; potentiation, % at 10 µM; hit rate 0.036% among 360,000; AID 504651; in the data active = potentiation above about 30%; note: 0% is about no effect
RXFP1 antag = blocks the human relaxin receptor RXFP1. AID 1259400. Q9HBX9. activity change, negative = inhibition, % at 57.5 µM. HEK293-RXFP1, relaxin-stimulated cAMP HTRF, 30 min; stronger effect = lower value. hit rate 0.59% among 350,000;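 active = activity change of -60% or lower, but not beyond a set lower limit; inconclusive = change between -60% and -40%, or beyond the set limit; inactive = change above -40%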; note: % is set by controls: 0 for no effect and ±100 for the full control effect
Starred values were filed as active, the others as inactive; ? = inconclusive; nt = not tested or not shown. Some of the compounds tested; count on the stated rates, not on these rows.

SMILES	RXFP1 agonist	D2 antag	D2 PAM	D1 agonist	TRHR enhancer	D2 agonist	D1 antag	D1 potentiator	RXFP1 antag
COc1ccc(C(=O)N2CCc3ccccc32)cc1S(=O)(=O)N1CCOCC1	2.5%	7	4	0	0	0.3	-23	-5	0
Cc1cc2c(Nc3ccc(O)cc3)ncnc2s1	6.0%	11	-3	3	3	0.1	2	-4	0
O=C(CSc1nnc(NC(=O)C2CC2)s1)NCc1ccc(F)cc1	-1.8%	-9	0	1	11	0.5	1	-8	5
COCCCN(C(=O)C(C)Oc1ccc(Br)cc1)c1c(N)n(Cc2ccccc2)c(=O)[nH]c1=O (stereo not given)	-0.3%	-37	3	4	0	-0.3	-15	-1	-1
CCOC(=O)N1CCN(C(=O)C2CCN(c3ncnc4c3sc3cccc(F)c34)CC2)CC1	5.8%	8	19	4	3	-0.2	-7	1	-8
CC(C)CCN(Cc1ccco1)C(=O)c1cc2c(Cl)nc3ccccc3c2s1	0.8%	nt	-4	20	6	0.6	2	-2	nt
CC1CC(C)CN(C(=O)c2cc3ccccc3o2)C1 (stereo not given)	1.0%	12	17	2	0	0.3	1	-2	-9
COc1ccccc1-c1cc(C(F)(F)F)nc(N2CCCC2)n1	3.3%	30	3	2	6	1.3	24	4	-7
O=C(Nc1ccccc1)c1ccc2snnc2c1	-0.2%	-4	-4	2	4	-1.2	-1	0	3
CN(C)S(=O)(=O)c1ccc(N=Cc2c(C(F)(F)F)[nH]n(C)c2=O)cc1	-0.7%	-1	-1	6	-3	-0.5	-3	-4	7
CN(C)c1ccc(/C=C/c2nc3ccccc3c(=O)[nH]2)cc1	6.2%	24	-6	39*	-2	19	-12	-2	-1
N#C/C(=N\Nc1cccc(F)c1)C(=N)N1CCCCCC1	-0.2%	-8	0	5	0	0.4	-11	0	-5
COc1ccccc1Cn1cc(C(=O)c2ccc(C)cc2)c(=O)c2cc3c(cc21)OCCO3	-1.7%	nt	-5	3	8	1.1	1	-2	-15
CCOc1ccccc1OCCC(=O)OCC(=O)Nc1c(C)cc(C)cc1C	0.1%	-15	-12	3	-12	-0.3	-21	-6	-4
Cc1ccc(C)c(N(CC(=O)NCCC2=CCCCC2)S(C)(=O)=O)c1	0.1%	nt	0	4	19	nt	-7	-2	-10
COc1ccc(-n2c(-c3ccc(F)cc3)cnc2SCC(=O)NCc2ccco2)cc1	0.7%	13	-7	1	0	0.8	3	-4	-6
COc1ccc(NC(=O)CN2CCN(S(=O)(=O)c3ccc(Br)cc3)CC2)c(OC)c1	0.6%	-10	-8	1	3	0.0	5	-2	-16
COCCNC(=O)Cn1cc(S(=O)(=O)N2CCN(c3ccccc3F)CC2)c2ccccc2c1=O	0.3%	-7	0	3	2	0.8	3	-1	-9
COc1ccc(/C=C2\SC(=O)N(CC(=O)NNC(=O)c3ccccc3O)C2=O)cc1	-0.2%	-1	-1	1	-1	-0.4	-16	-2	-12
CCOC(=O)C1=C(C)NC(SC)=NC1c1ccc(OC)cc1 (stereo not given)	0.5%	-9	-3	1	0	0.4	6	-5	-14
CCOC(=O)c1c(NC(=O)c2noc3c2CC(C(C)(C)C)CC3)sc2c1CCCC2 (stereo not given)	-2.5%	nt	-5	2	12	1.1	-8	2	1
CCN1C(=O)[C@@H]2[C@@H](c3ccc(-c4ccc(F)cc4)cc3)N3CCC[C@@]3(C(=O)OC)[C@@H]2C1=O	1.4%	-13	15	0	3	0.0	0	11	nt
Cn1ccnc1SCc1ccc(Cl)cc1Cl	-1.0%	-19	20	-2	-1	2.0	-7	1	-5
O=C(N/N=C/c1ccccc1F)c1ccccc1OCc1ccccc1	2.2%	-1	-13	3	4	0.6	2	-2	1
CC(C)(C)c1ccc(/C=C/C(=O)Nc2ccncc2)cc1	-0.5%	9	-2	12	4	-2.1	-12	2	?
C/C(=N\NC(=O)c1ccc2nc[nH]c2c1)c1ccc([N+](=O)[O-])cc1	-1.4%	-9	25	2	-2	-1.1	3	-11	nt
CCOC(=O)C1CCN(C(=O)C2(NC(=O)Nc3ccc(F)cc3F)CCCCC2)CC1	-0.8%	-4	2	0	-5	0.4	-4	-2	-2
COc1ccc(N2CC(C)Cn3c2nc2c3c(=O)n(CCc3ccccc3)c(=O)n2C)cc1 (stereo not given)	-1.7%	nt	-8	1	-3	nt	-8	-5	-13
COc1cc(C2c3c(n[nH]c3C)C(=O)N2c2ccc(C)cc2)ccc1O (stereo not given)	0.1%	-8	-2	0	6	-0.3	2	-2	-3
CCc1ccc(C(=O)Cn2ncc(Cl)c(Cl)c2=O)cc1	4.4%	8	8	0	1	-0.1	-31*	-3	-33
COc1cccc(NC(=O)Cc2nnc(SCCOc3ccccc3)n2C)c1	-0.3%	-17	-2	2	-3	0.3	-6	-7	-2
COC(=O)CCC(=O)OC1(C)C(=O)C=C2C=C3CCCN3C=C2C1=O (stereo not given)	0.0%	-1	-6	4	-2	-0.1	-6	2	nt
COc1cc(NC(=O)c2cccc(Cl)c2)ccc1NC(=O)c1cccs1	-3.3%	-21	-16	0	5	0.6	26	-3	-15
O=C(CN(C(=O)c1csnn1)c1ccc(F)c(Cl)c1)NCc1ccccc1	0.4%	-15	1	4	-2	2.7	-1	nt	-3
CCOC(=O)c1cc(CC)sc1/N=C/C1=C(O)CC(C)(C)CC1=O	0.7%	2	1	-1	-6	1.7	32	-5	-13
c1cc(-c2noc(CCC3CCCC3)n2)ccn1	1.6%	7	0	0	7	-0.1	-21	-4	-2
O=C(O)C1=C[C@H](c2ccc(C(F)(F)F)cc2)C[C@H](OCc2ccc(CO)cc2)O1	0.8%	10	-19	1	-3	0.0	-13	-1	nt
Cc1cc(C)c(N2C(=O)CCCC2=O)c(Cl)c1	1.1%	-4	5	2	4	-0.4	6	-2	3
CC(=O)c1ccc(NC(=O)C(C)N(C)CC(=O)Nc2cccc(F)c2)cc1 (stereo not given)	0.0%	11	2	3	3	0.0	9	2	-11
Cc1n[nH]c(=O)c2c(NC(=O)CSc3nnnn3-c3ccc(O)cc3)oc(C)c12	0.1%	0	-1	2	-12	0.7	-1	-7	-9
COc1ccc(/C=N/n2c(=O)[nH]c3c([nH]c4ccc(C)cc43)c2=O)cc1CN1CCOCC1	0.0%	12	-17	3	2	1.0	-2	3	-2
COc1cc(/C=C2/C(=N)N3C=CSC3=NC2=O)ccc1OCCCOc1ccccc1C	2.5%	20	8	4	-1	-0.6	-23	-9	6
COc1ccc(CNC(=S)NCc2ccc(F)cc2)cc1	0.6%	nt	nt	7	-10	nt	-2	-6	-5
CCCC(=O)NC(NC(=S)Nc1c(C)n(C)n(-c2ccccc2)c1=O)C(Cl)(Cl)Cl (stereo not given)	4.3%	9	0	1	11	0.8	14	-2	-22
O=C(NC(=S)NCC1CCCO1)c1ccc([N+](=O)[O-])cc1 (stereo not given)	-0.5%	-4	-10	0	-3	-0.1	-6	6	0
Cc1cccc(C(=O)Nc2ccccc2N2CCN(c3ccc(F)cc3)CC2)c1	0.8%	8	3	12	7	0.7	-4	-4	-27
CCc1ccnc(NS(=O)(=O)c2ccc3c(c2)OCCO3)c1	1.3%	11	-5	2	-4	0.8	2	6	0
CC(C)Cc1cc(C(=O)N2CCC(N3CCC(C(=O)N4CCCC4)CC3)CC2)n[nH]1	2.7%	-13	10	1	2	-4.6	13	-1	14
CC(=O)Nc1ccc(S(=O)(=O)N[C@H](C(=O)O)C(C)C)cc1	1.3%	-7	-7	2	-8	-0.4	-7	-1	-6
Cc1ccc(S(=O)(=O)Nc2cc(C(=O)Nc3cc(C)cc(C)c3)ccc2Cl)cc1	3.2%	8	-18	1	0	0.4	-14	-3	-7

Filtered by structure, the entries above with a furan ring, fused or not.
SMILES	RXFP1 agonist	D2 antag	D2 PAM	D1 agonist	TRHR enhancer	D2 agonist	D1 antag	D1 potentiator	RXFP1 antag
CC(C)CCN(Cc1ccco1)C(=O)c1cc2c(Cl)nc3ccccc3c2s1	0.8%	nt	-4	20	6	0.6	2	-2	nt
CC1CC(C)CN(C(=O)c2cc3ccccc3o2)C1 (stereo not given)	1.0%	12	17	2	0	0.3	1	-2	-9
COc1ccc(-n2c(-c3ccc(F)cc3)cnc2SCC(=O)NCc2ccco2)cc1	0.7%	13	-7	1	0	0.8	3	-4	-6
Cc1n[nH]c(=O)c2c(NC(=O)CSc3nnnn3-c3ccc(O)cc3)oc(C)c12	0.1%	0	-1	2	-12	0.7	-1	-7	-9

(more compounds)
SMILES	RXFP1 agonist	D2 antag	D2 PAM	D1 agonist	TRHR enhancer	D2 agonist	D1 antag	D1 potentiator	RXFP1 antag
O=C(NCC1CCCO1)c1onc(CSc2cccc(Cl)c2)c1C(=O)O (stereo not given)	-0.2%	19	-2	2	-1	0.1	-4	1	nt
CC(=O)C1=C(C)NC(SCC(=O)c2ccc(Cl)cc2)=C(C#N)C1CC(C)C (stereo not given)	?	10	-12	-1	0	0.7	nt	-4	-9
CC1CN(C(=O)C2CCCN2S(=O)(=O)c2ccc(Cl)cc2)CC(C)O1 (stereo not given)	-0.8%	-16	4	2	-1	0.5	6	6	-3
Nc1cc(=O)[nH]c(SCC(=O)Nc2ccc(Cl)c(Cl)c2)n1	-0.5%	-8	-6	0	-1	0.5	-8	5	-7
CC(Sc1ncnc2c1cnn2-c1ccccc1)C(=O)NCC1CCCO1 (stereo not given)	2.5%	-9	-7	0	15	1.1	5	-3	5
Cc1nn(C(C)C(=O)NC2C(=O)N3C(C(=O)O)=C(CSc4nnnn4C)CSC23)cc1Cl (stereo not given)	-0.4%	nt	nt	2	3	nt	-10	-2	3
CN1CCC(N(C)C(=O)c2ccc(Cl)c(S(=O)(=O)Nc3cc(Cl)ccc3Cl)c2)CC1	3.2%	15	6	7	2	0.6	-6	-4	0
OCCn1c(-c2ccc(F)cc2)csc1=Nc1ccccc1	1.2%	-5	-12	6	1	-0.1	-31*	-8	15
COc1ccc(CN(C)CC(=O)Nc2sc3c(c2C#N)CCC3)c(OC)c1	1.1%	-6	0	2	-4	-1.0	-17	-6	-3
N#Cc1c(N)oc(-c2ccccc2)c1-c1ccccc1	-1.3%	3	6	6	1	-0.6	8	0	-4
CCCOC(=O)Nc1cc(OC)ccc1[N+](=O)[O-]	0.6%	-15	7	2	-4	0.0	-10	-8	-4
CCS(=O)(=O)N1CCc2cc(C(=O)Nc3ccc(Br)cc3F)ccc21	-1.6%	nt	1	-3	9	-1.5	-3	-2	nt
Brc1ccc(-c2cn3c(n2)CCc2ccc4cccnc4c2-3)cc1	4.0%	-6	32*	1	1	-0.5	-4	12	-13
S=C(NCCCN1CCOCC1)Nc1cccc(Cl)c1	-0.3%	11	3	0	3	-0.3	-5	-5	-16
CCOC(=O)CCCn1ncn2c(cc3occc32)c1=O	3.0%	-3	12	2	5	-1.6	9	-5	-3
CCOC(=O)Cc1c(C)c2c(O)cc(O)cc2oc1=O	23%	3	10	1	5	-0.3	-3	1	-2
